# GalR3 antag: GalR3 antagonists in HEK293 cells, primary screen, cell-based, fluorescence readout; inhibition, % at 3 µM; HEK293 GalR3-CNG cAMP membrane potential fluorescence; galR3 body fused to GalR1 C-terminus; 0.44% of 360,000 active;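 active = inhibition above the screen-wide average plus 3 SD, cut at about 13% in these data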;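 also: forskolin and galanin both at EC90 stimulate the cells; cAMP rise reported by CNG channel membrane potential dye signal; 0% = forskolin plus galanin with DMSO and 100% = forskolin alone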
# PHOSPHO1 inh: PubChem AID 1565; 1.1% of 290,000 active; Phosphoethanolamine/phosphocholine phosphatase (Homo sapiens), Q8TCT1; recombinant PHOSPHO1, absorbance phosphatase assay; inhibition, % at 13.3 µM; in the data active = inhibition above about 60%
# IMP-1 inhibitor: IMP-1 metallo-beta-lactamase inhibitors, primary screen, biochemical, epi-absorbance readout, Pseudomonas aeruginosa enzyme. inhibition, % at 5.6 µM. purified IMP-1, nitrocefin hydrolysis, epi-absorbance fluorescence. 0.45% of 290,000 active;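 active = inhibition above the mean plus 3 SD of all compounds in the same screening run, cut at about 4.5% in these data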;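 also: 0% = IMP-1 with DMSO and 100% = DMSO wells lacking enzyme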
#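 Test system: recombinant IMP-1 enzyme, purified / Medium: HEPES buffer pH 7.1 with ZnSO4 and Brij 35 / Doses: single dose, 5.6 µM / Times: 25 °C, 15 min preincubation, 25 min reaction / Detection: Epi-absorbance via hydrolysed-nitrocefin quenching of white-plate fluorescence, 480/530 nm, EDTA stop / Evaluation: percent inhibition from optical density relative to buffer-blank wells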
# FID counter: compounds displacing fluorescent DNA intercalator, primary screen, artefact control for HCV NS3 helicase inhibitor project, biochemical, FID fluorescence | DNA fluorescent intercalator displacement | inhibition, % at 7.9 µM | 0.17% of 290,000 active | AID 1845, 2009; in the data active = inhibition above about 37%;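 also: 0% = vehicle and 100% = reference compound; higher means more ethidium bromide displaced from hairpin DNA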
# GPR7 antagonist: GPR7 receptor antagonists, primary screen, cell-based, fluorescence, single concentration; Neuropeptides B/W receptor type 1 (Homo sapiens), P48145; 1.1% of 290,000 active; GPR7-expressing cells, fluorescence antagonist assay; inhibition, % at 4.4 µM; in the data active = inhibition above about 16%, passing the limit was not always enough;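 also: cells stimulated with the agonist NPW; 0% = agonist with vehicle and 100% = vehicle without agonist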
# NS3 helicase inh: inhibitors of HCV NS3 helicase, primary screen, biochemical, Cy5 molecular beacon fluorescence. NS3 helicase DNA unwinding. inhibition, % at 10.9 µM. 0.56% of 290,000 active. AID 1800, 2009;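 active = inhibition above the mean of all tested compounds plus 3 SD, set per campaign, cut at about 35% in these data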;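 also: 0% = DMSO wells and 100% = thioflavine S control wells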
#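 Assay system: hepatitis C virus NS3 helicase domain fragment enzyme. Also added: annealed dual-labelled DNA beacon duplex, ATP-started. Timing: 1 h reaction at 25 °C, ATP-initiated. Technique: Cy5 fluorescence at 0 and 60 min, beacon hairpin quenching. Evaluation: % inhibition of unwinding. Replication: one well per compound.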
# VIM-2 inhibitor: VIM-2 metallo-beta-lactamase inhibitors, primary screen, biochemical, epi-absorbance readout, Pseudomonas aeruginosa enzyme. purified VIM-2, nitrocefin hydrolysis, epi-absorbance fluorescence. 0.89% of 290,000 active. inhibition, % at 5.6 µM;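 active = inhibition above the mean of all tested compounds plus 3 SD, cutoff set per screening run, cut at about 7.5% in these data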;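 also: red hydrolysis product quenches plate fluorescence so inhibitors raise well fluorescence; 0% = enzyme with DMSO and 100% = DMSO without enzyme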
# V1aR counter: agonists of human V1a receptor, primary screen, counter-screen for OXTR agonist project, fluorescence, CHO-V1R cells. Vasopressin V1a receptor (Homo sapiens), P37288. Fluo-8 calcium fluorescence, agonist mode; 0% DMSO, 100% 3 nM vasopressin. activation, % at 3 µM. 0.25% of 320,000 active. AID 2797, 2010;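 active = activation above the mean activation of all tested compounds plus 3 SD, per screening run, cut at about 20% in these data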;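 also: signal is peak over basal fluorescence ratio across a 100 second FLIPR read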
# Target sequence (P37288 whole entry, looked up): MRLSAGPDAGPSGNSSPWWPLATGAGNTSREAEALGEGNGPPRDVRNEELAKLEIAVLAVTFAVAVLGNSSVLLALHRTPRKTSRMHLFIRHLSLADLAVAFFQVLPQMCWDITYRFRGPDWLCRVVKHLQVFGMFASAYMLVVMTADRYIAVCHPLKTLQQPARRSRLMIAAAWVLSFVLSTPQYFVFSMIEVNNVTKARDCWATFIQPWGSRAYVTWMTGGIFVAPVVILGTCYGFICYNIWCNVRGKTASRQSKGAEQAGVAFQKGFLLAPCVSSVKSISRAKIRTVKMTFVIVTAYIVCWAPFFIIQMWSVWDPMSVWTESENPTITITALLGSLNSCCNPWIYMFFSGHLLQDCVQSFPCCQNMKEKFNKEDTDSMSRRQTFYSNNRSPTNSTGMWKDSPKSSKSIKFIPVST
# OXTR agonist: human OXTR agonists, primary screen, fluorescence, CHO-OTR cells, Fluo-8 calcium; Oxytocin receptor (Homo sapiens), P30559; Fluo-8 calcium fluorescence; normalized: DMSO 0%, oxytocin 100%; activation, % at 3 µM; 0.32% of 320,000 active; AID 2435, 2010;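 active = activation above the mean of all tested compounds plus 3 SD, cutoff set per screening run, cut at about 20% in these data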;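 also: peak over basal fluorescence ratio from a 100 s FLIPR kinetic read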
# Target sequence (P30559 whole entry, looked up): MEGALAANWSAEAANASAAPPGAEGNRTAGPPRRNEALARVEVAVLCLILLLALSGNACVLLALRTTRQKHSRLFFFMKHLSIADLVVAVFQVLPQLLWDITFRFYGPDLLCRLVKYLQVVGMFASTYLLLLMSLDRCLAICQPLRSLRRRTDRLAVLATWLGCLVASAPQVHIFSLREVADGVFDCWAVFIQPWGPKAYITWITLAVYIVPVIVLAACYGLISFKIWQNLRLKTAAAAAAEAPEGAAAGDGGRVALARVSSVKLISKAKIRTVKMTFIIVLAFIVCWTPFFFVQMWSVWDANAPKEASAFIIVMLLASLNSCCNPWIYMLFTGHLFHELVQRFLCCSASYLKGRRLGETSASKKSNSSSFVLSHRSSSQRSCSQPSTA
# The depositor's hits bear a star; nt = no result given.
SMILES,GalR3 antag,PHOSPHO1 inh,IMP-1 inhibitor,FID counter,GPR7 antagonist,NS3 helicase inh,VIM-2 inhibitor,V1aR counter,OXTR agonist
CCc1c(-c2ccccc2)nc(N)c(C#N)c1-c1cccs1,-6,20,-0.5,-18,3,-7,-2.4,-0.5,-1.6
Cc1nnsc1S(=O)(=O)Cc1ccccc1C(F)(F)F,-5,0,-1.8,0,-15,16,-1.4,-0.7,-1.2
Cc1c(-c2cc(C(=O)O)on2)cnn1C,-3,22,-2.0,10,-15,-4,-1.5,0.7,1.4
CCn1nnnc1NCc1ccc(SC)cc1,-13,-47,-3.1,2,3,7,-0.5,nt,nt
COc1ccc(C(CC(=O)Nc2ccccn2)N2Cc3ccccc3C2=O)cc1OC (stereo unspecified),0,38,-1.1,-23,9,1,-1.0,0.2,-0.1
O=c1cc(Nc2ccc3c(c2)OCCO3)[nH]c(=O)n1Cc1ccc(F)cc1,-4,-16,-2.8,-4,-13,3,-5.0,2.5,5.0
COC(=O)CCN(C)CCC(=O)OC,1,-9,-5.0,2,-14,-7,-2.4,0.1,-0.8
Cc1ccc(C)c2[nH]c(=O)c(CCNC(=O)CC(C)C)cc12,2,20,-2.7,4,-4,5,-0.8,0.0,0.5
Cc1cc(-c2ccccc2)nc2cc(C(=O)OC(C)C)nn12,-9,8,0.0,-22,-11,6,-1.1,-1.0,-1.8
COc1ccc(C(=O)NC2CCCc3c2cnn3-c2ccccc2F)cc1OC (stereo unspecified),68*,29,-0.2,-35,3,1,-2.1,11,9.1
O=C(Nc1cccc(-c2cccc(F)c2)c1)C1CCN(C2CCC2)CC1,1,42,-1.7,27,17,-28,-2.9,8.8,7.7
CS(=O)(=O)N(CC(=O)Nc1ccc(S(=O)(=O)N2CCCC2)cc1)c1cccc(F)c1,0,-25,-2.3,-18,-8,6,-2.5,2.1,3.2
CC(NS(=O)(=O)c1ccc(Cl)cc1)C(c1cccs1)N1CCN(C)CC1 (stereo unspecified),-7,5,-0.5,10,-4,-8,-1.2,1.4,2.4
COc1ccc(NCc2ccsc2)cc1,-9,nt,-3.1,2,-2,-4,-0.7,-1.0,-1.0
CCOC(=O)c1cn(-c2c(C)n(C)n(-c3ccccc3)c2=O)c2c(F)c(F)c(F)cc2c1=O,-6,4,-1.8,-9,9,-9,-0.5,1.0,-0.8
C=CCn1c(SCC(=O)NCCCC(=O)OCC)nc2scc(-c3ccco3)c2c1=O,1,-45,-2.8,-35,-7,6,-1.9,-1.5,-1.9
NC(=S)NNC(=O)/C(=C/c1ccc(Br)cc1)NC(=O)c1ccccc1,-1,-68,-4.2,-15,-10,-12,-6.8,0.6,0.1
COc1cc(NC(=O)c2nccnc2C(=O)O)cc(OC)c1,-3,18,2.6,6,-4,0,0.1,0.6,0.8
C/C1=C\CCC2C(/C=C(\C)CC1)OC(=O)C2CN1CCCCC1 (stereo unspecified),-6,-11,-4.9,-10,12,5,-2.9,-1.1,-1.5
O=C(CCN1C(=O)c2ccccc2C1=O)NCc1ccc(F)cc1,2,nt,-1.2,-3,-11,4,-1.9,0.2,0.6
O=C(CSc1n[nH]c(=O)[nH]c1=O)c1ccc(Cl)cc1Cl,1,4,-1.2,-3,-4,-13,-0.3,-0.1,0.6
COC(=O)c1ccc(CSc2nnc(NC(=O)C3CCCO3)s2)cc1 (stereo unspecified),-5,18,-2.8,-29,5,2,-3.0,6.2,2.9
Cc1ccc(OC(C)C(=O)Nc2ccccc2C(=O)N2CCOCC2)cc1 (stereo unspecified),-1,42,-2.3,-10,-13,-3,-0.7,0.7,-0.1
C/C(=C\C(=O)c1ccccc1)Nc1ccc(N2CCOCC2)cc1,0,7,-3.5,-1,7,8,-1.6,-0.4,-1.1
CCCCCCc1nnc(NC(=O)c2ccco2)s1,-10,39,-3.5,-25,-5,7,-1.4,0.1,0.1
O=C1CCC(=O)N1CCC(c1ccc(F)cc1)c1ccco1 (stereo unspecified),-8,2,1.5,-16,-13,1,-2.5,1.0,1.2
C(=N\Nc1nc2ccccc2[nH]1)/c1ccc2c(c1)OCO2,-7,57,-5.3,31,-28,-5,-4.2,nt,nt
CCOc1ccc(CCNc2nc3ccc(C)cc3n3cnnc23)cc1OCC,-7,-2,-2.2,-33,-18,-4,-1.5,-2.1,-1.9
CC(=O)OC(C(=O)NC1CCCCC1)c1ccccc1 (stereo unspecified),-3,-8,-0.2,-3,-9,-5,-1.1,0.5,-1.2
CCOC(=O)C1CCN(Cc2ccc(F)cc2)CC1,-7,-10,-2.8,5,9,0,-1.2,0.6,0.2

# Eight structures already listed, sorted by heavy-atom count, ascending:
SMILES,GalR3 antag,PHOSPHO1 inh,IMP-1 inhibitor,FID counter,GPR7 antagonist,NS3 helicase inh,VIM-2 inhibitor,V1aR counter,OXTR agonist
O=C(CSc1n[nH]c(=O)[nH]c1=O)c1ccc(Cl)cc1Cl,1,4,-1.2,-3,-4,-13,-0.3,-0.1,0.6
C(=N\Nc1nc2ccccc2[nH]1)/c1ccc2c(c1)OCO2,-7,57,-5.3,31,-28,-5,-4.2,nt,nt
COc1cc(NC(=O)c2nccnc2C(=O)O)cc(OC)c1,-3,18,2.6,6,-4,0,0.1,0.6,0.8
C/C(=C\C(=O)c1ccccc1)Nc1ccc(N2CCOCC2)cc1,0,7,-3.5,-1,7,8,-1.6,-0.4,-1.1
NC(=S)NNC(=O)/C(=C/c1ccc(Br)cc1)NC(=O)c1ccccc1,-1,-68,-4.2,-15,-10,-12,-6.8,0.6,0.1
Cc1ccc(OC(C)C(=O)Nc2ccccc2C(=O)N2CCOCC2)cc1 (stereo unspecified),-1,42,-2.3,-10,-13,-3,-0.7,0.7,-0.1
CCOc1ccc(CCNc2nc3ccc(C)cc3n3cnnc23)cc1OCC,-7,-2,-2.2,-33,-18,-4,-1.5,-2.1,-1.9
C=CCn1c(SCC(=O)NCCCC(=O)OCC)nc2scc(-c3ccco3)c2c1=O,1,-45,-2.8,-35,-7,6,-1.9,-1.5,-1.9

# The list continues:
SMILES,GalR3 antag,PHOSPHO1 inh,IMP-1 inhibitor,FID counter,GPR7 antagonist,NS3 helicase inh,VIM-2 inhibitor,V1aR counter,OXTR agonist
N/C(=N\OC(=O)Cc1ccc([N+](=O)[O-])cc1)c1cccc(Br)c1,0,58,-0.3,1,-14,2,-0.5,-1.1,-1.4
C/C(=N/OCO/N=C(\C)c1ccccc1)c1ccccc1,3,-6,-5.0,1,-2,7,-2.0,-1.5,-1.6
O=C(CCN1C(=O)/C(=C/c2ccc(Cl)cc2)SC1=S)NC1C=CS(=O)(=O)C1 (stereo unspecified),-6,38,1.1,-7,-5,8,-0.1,2.0,1.0
O=C(Nc1ccccc1)c1ccccc1CCc1ccccc1,-4,2,-0.3,-12,5,-6,0.0,-0.2,-1.1
COC(=O)C1=NNCC12CC(=O)N(c1ccc(Br)cc1)C2=O (stereo unspecified),1,-6,-1.6,-5,3,5,-2.0,3.7,2.5
CC(C)c1ccc(NC(=O)CSc2ncccc2C(=O)Oc2cccc([N+](=O)[O-])c2)cc1,0,0,-3.2,-7,-1,2,-2.0,0.3,0.5
CCOc1ccccc1NC(=O)[C@@H](NC(=O)c1cccc(S(=O)(=O)N2CCOCC2)c1)C(C)C,-5,-3,-1.2,-15,1,12,-1.7,-1.1,-0.5
Cc1onc(-c2c(F)cccc2Cl)c1C(=O)Nc1cccc(Cn2cccn2)c1,-4,-22,0.0,-11,6,0,-1.6,0.8,0.0
CCOc1ccc(C(=O)NC2=NCCS2)cc1,-4,43,-0.7,-2,-12,2,0.6,0.4,-0.4
O=[N+]([O-])c1cc(CN2CCN(c3ccccc3)CC2)c(O)c2ncccc12,-6,30,-4.9,3,-9,24,-4.1,0.2,1.1
Cc1onc(-c2c(F)cccc2Cl)c1C(O)c1ccc(F)cc1 (stereo unspecified),-6,3,-0.5,-5,2,-5,-1.5,1.0,0.1
COc1ccc(NC(=O)c2ccc(COc3ccccc3)o2)c(OC)c1,-6,39,0.0,-31,22,20,2.9,nt,nt
CCOC(=O)C(NC(C)=O)C(=O)Nc1ccc(C(C)(C)C)cc1 (stereo unspecified),2,30,-2.0,-10,6,-1,2.1,0.4,1.2
CCN(CC(=O)Nc1ccc(NC(C)=O)cc1)C(=O)C12CC3CC(CC(Cl)(C3)C1)C2,5,nt,-1.4,-15,1,3,-2.1,0.2,0.5
Clc1nc(Nc2ccc(N3CCOCC3)cc2)c2ccccc2n1,-4,23,-3.5,3,4,3,-2.4,0.4,0.9
CCc1ccc(CN(C)C(=O)c2cc(COc3cc(C)c(Cl)c(C)c3)on2)nc1,0,42,-4.4,-48,3,-8,-3.0,2.7,1.0
CCN(CC)Cc1c(C(=O)N/N=C/c2cccc(OCc3cccc(Cl)c3)c2)nnn1-c1nonc1N,-1,-35,-4.1,-4,2,0,-3.1,0.4,-0.7
COc1cc(-c2nnc(COC(=O)C3c4ccccc4Oc4ccccc43)o2)cc(OC)c1OC,-6,-4,-3.0,-5,11,2,-2.0,1.5,-0.6
CCN1C(=O)C(CC(=O)N2CCN(C(c3ccccc3)c3ccccc3)CC2)N(CC)C1=O (stereo unspecified),-5,-10,-2.3,-36,-6,-6,0.3,-1.1,-1.5
CC(C)(C)NC(=O)COc1ccc(CNCc2ccccn2)cc1,-3,-1,-3.9,1,-4,1,2.3,0.1,0.7
COc1ccc(N/N=C(\C#N)C(N)=O)cc1,-4,-2,-3.4,-4,-4,3,-1.7,-0.5,-0.1
CCN(Cc1ccccc1)C(c1cc2cc(C)cc(C)c2[nH]c1=O)c1nnnn1CCOC (stereo unspecified),3,3,-3.8,-7,0,-1,-3.7,-0.5,-0.4
Cc1ccccc1NC(=O)Cn1c(=O)n(CC2CCCO2)c(=O)c2ccccc21 (stereo unspecified),5,1,-2.4,-2,-3,-3,-0.3,-0.1,-0.2
CC(=O)Nc1ccc(Sc2ccccc2C(=O)N2CCCC2)cn1,-1,53,-2.2,-4,7,11,-1.3,0.8,2.7
Cc1ccc(CN(CC(=O)NC(C)(C)C)C(=O)CNC(=O)c2cccs2)cc1,1,32,-1.7,-20,2,-5,-1.5,0.4,-0.6
